Source: PubChem (National Center for Advancing Translational Sciences (NCATS))
Pol kappa inh: qHTS for Inhibitors of Polymerase Kappa; Potency, µM (series often up to 107 µM), for inactives: at the top dose activity, negative = inhibition, hits mostly inhibitors; purified Pol kappa, fluorescent DNA synthesis assay, 10 min; AID 588579, 2011; actives 0.53% (n = 400,000); DNA polymerase kappa (Homo sapiens), Q9UBT6; also: % is scaled to controls: 0 for no effect and ±100 for the full control effect
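First, compounds were pin-transferred onto 10 nM Pol kappa. After 15 min at room temperature, substrate was added to 50 nM final. Fluorescence was then measured kinetically at 0 and 10 min.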
POLH inh: qHTS for Inhibitors of Polymerase Eta | recombinant Pol eta, fluorescent DNA replication assay | actives 1.2% (n = 390,000) | Potency, µM (highest dose often 114 µM), inactives show top-dose activity change, negative = inhibition, actives largely listed as inhibitors | AID 588591, 2011 | DNA polymerase eta (Homo sapiens), Q9Y253; also: % is scaled to controls: 0 for no effect and ±100 for the full control effect
Target sequence (Q9Y253 whole entry, looked up): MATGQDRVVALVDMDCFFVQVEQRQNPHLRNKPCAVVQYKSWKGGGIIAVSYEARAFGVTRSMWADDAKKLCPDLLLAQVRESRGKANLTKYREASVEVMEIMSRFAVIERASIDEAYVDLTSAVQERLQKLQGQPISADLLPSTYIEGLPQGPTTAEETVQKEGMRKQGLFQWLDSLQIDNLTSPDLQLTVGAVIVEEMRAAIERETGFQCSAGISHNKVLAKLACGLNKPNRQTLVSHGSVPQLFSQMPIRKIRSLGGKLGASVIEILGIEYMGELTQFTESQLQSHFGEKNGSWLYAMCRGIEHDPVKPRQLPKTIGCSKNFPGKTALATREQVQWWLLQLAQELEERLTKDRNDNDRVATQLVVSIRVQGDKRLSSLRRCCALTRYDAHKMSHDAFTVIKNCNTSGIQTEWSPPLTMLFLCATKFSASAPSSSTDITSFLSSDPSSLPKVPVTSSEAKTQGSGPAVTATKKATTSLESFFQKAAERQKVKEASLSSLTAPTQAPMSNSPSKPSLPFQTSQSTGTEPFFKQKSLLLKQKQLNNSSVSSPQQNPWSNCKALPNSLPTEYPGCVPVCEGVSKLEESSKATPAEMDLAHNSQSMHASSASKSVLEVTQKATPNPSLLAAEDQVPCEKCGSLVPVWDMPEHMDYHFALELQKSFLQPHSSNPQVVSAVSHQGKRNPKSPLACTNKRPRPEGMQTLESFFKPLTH
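Pol eta at 10 nM preincubated with compounds 15 min at room temperature; reaction started with fluorescent substrate (50 nM final) and read kinetically at 0 and 10 min.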
POLB inh: qHTS Assay for Inhibitors of DNA Polymerase Beta; P06746; Pol beta primer extension/strand displacement, fluorescence kinetic; Potency, µM (series often up to 114 µM), for the others: at the top dose activity change, negative = inhibition, hits mostly inhibitors; actives 1.3% (n = 340,000); AID 485314, 2010; also: % is scaled to controls: 0 for no effect and ±100 for the full control effect
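Values derive from four-parameter Hill fits of normalized kinetic data: reads at 0 and 10 min following addition of 50 nM substrate to 10 nM Pol beta preincubated 15 min with compound.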
BAZ2B inh: qHTS Assay for Inhibitors of BAZ2B | Potency, µM (highest dose often 114 µM), without a hit: at the top dose activity change, negative = inhibition, most hits filed as inhibitors | AlphaScreen BAZ2B-H3K14Ac peptide displacement | AID 504333, 2011 | actives 4.4% (n = 360,000); also: % is scaled to controls: 0 for no effect and ±100 for the full control effect; nearly all actives have a fitted effect of over 60% in size
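BAZ2B 50 nM plus b-H3(5-23)K14Ac 50 nM, PBS pH 7.4/0.01% Tween-20, 30 min RT; compound added (max 110 uM), 30 min RT; streptavidin donor/Ni-chelate acceptor beads 10 ug/mL final, 20 min dark; AlphaScreen read.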
G9a block: qHTS Assay for Inhibitors of Histone Lysine Methyltransferase G9a | Potency, µM (titrated, usually from 102 µM), for the others: at the top dose activity, negative = inhibition, actives largely listed as inhibitors | AID 504332, 2011 | actives 8.8% (n = 350,000) | G9a H3K9 monomethylation, AlphaScreen, 2 h | Histone-lysine N-methyltransferase EHMT2 (Homo sapiens), Q96KQ7; also: % is scaled to controls: 0 for no effect and ±100 for the full control effect; nearly all actives have a fitted effect of over 75% in size
Target sequence (Q96KQ7 913-1193 limits assumed): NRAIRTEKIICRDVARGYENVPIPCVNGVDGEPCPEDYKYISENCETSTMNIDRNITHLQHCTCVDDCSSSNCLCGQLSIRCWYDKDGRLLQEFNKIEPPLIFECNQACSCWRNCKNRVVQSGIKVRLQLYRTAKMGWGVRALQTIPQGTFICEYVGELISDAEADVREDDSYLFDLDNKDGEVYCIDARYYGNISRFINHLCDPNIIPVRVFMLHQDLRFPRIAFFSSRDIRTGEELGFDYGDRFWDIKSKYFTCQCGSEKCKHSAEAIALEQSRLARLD
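Using a bead-based AlphaScreen, monomethylated H3K9 product from 2 h room-temperature reactions (G9a 20 nM, peptide 500 nM, SAM 20 uM) was detected with 0.5 ug/mL rabbit anti-H3K9me1 antibody.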
APE1 inh: qHTS Assay for Inhibitors of the Human Apurinic/apyrimidinic Endonuclease 1 (APE1). DNA repair nuclease/redox regulator APEX1 (Homo sapiens), P27695. recombinant APE1, TAMRA/BHQ-2 abasic DNA cleavage fluorescence. Potency, µM (series often up to 65.8 µM), without a hit: at the highest dose activity change, negative = inhibition, hits mostly inhibitors. actives 0.35% (n = 350,000). AID 2517, 2012;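 also: plate controls were vehicle for no effect and reference inhibitor for full effect; nearly all actives have a fitted effect of over 55% in size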
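Readout is kinetic fluorescence (ex 525, em 598 nm) from cleavage of 50 nM TAMRA/BHQ-2 THF abasic duplex by 0.75 nM APE1, compound added 15 min beforehand at RT.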
POLI inh: qHTS for Inhibitors of Polymerase Iota; Pol iota fluorescent replication assay, 10 min; DNA polymerase iota (Homo sapiens), Q9UNA4; AID 588590, 2011; actives 1% (n = 390,000); Potency, µM (doses to about 115 µM), for inactives: top-dose activity, negative = inhibition, usual class: inhibitors
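Pol iota at 10 nM preincubated 15 min with compounds at room temperature; reaction started with fluorescent substrate, 50 nM final. Fluorescence read kinetically at 0 and 10 min; buffer-only wells as negative control.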
BLM inh: qHTS Assay for Inhibitors of Bloom's syndrome helicase (BLM). AID 2528, 2010. actives 0.2% (n = 350,000). RecQ-like DNA helicase BLM (Homo sapiens), P54132. Potency, µM (highest dose often 56.1 µM), for inactives: top-dose activity change, negative = inhibition, actives largely listed as inhibitors. recombinant BLM DNA unwinding, fluorescence dequenching;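 also: plate controls were vehicle for no effect and no enzyme for full effect; nearly all actives have a fitted effect of over 35% in size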
JMJD2A Tudor inh: qHTS Assay for Inhibitors of JMJD2A-Tudor Domain; AlphaScreen JMJD2A-Tudor / H3K4me3 peptide binding; Potency, µM (top dose mostly 114 µM), without a hit: top-dose activity change, negative = inhibition, actives largely listed as inhibitors; AID 504339, 2011; actives 4.4% (n = 390,000); Lysine-specific demethylase 4A (Homo sapiens), O75164; also: % is scaled to controls: 0 for no effect and ±100 for the full control effect; nearly all actives have a fitted effect of over 50% in size
Starred values were filed as active, the others as inactive; u = inconclusive; x = no result given; & = joins results of further samples; [ ] = remark or other dose. Calls follow the shape of the dose curve; as a rule, active = well fitted curve in the direction sought with a large enough effect; inconclusive = small, poorly fitted or top-dose-only effect, or another doubt; inactive = no such curve, though single readings can be large; an effect the other way counts as inactive or inconclusive. Potency is read from the fitted curve at half-maximal effect. This is a subset. The share of hits here may be higher or lower than overall.

compound | BLM inh | BAZ2B inh | G9a block | POLH inh | POLB inh | Pol kappa inh | APE1 inh | JMJD2A Tudor inh | POLI inh
O=C(O)c1cnn(-c2nc(-c3cccc([N+](=O)[O-])c3)cs2)c1C(F)(F)F | 3.0% | -22.7% | -9.9%[2.33 µM] | -5.0% | -11.8% | 4.4% | 52.0% | -8.9% | -2.3%
O=S(=O)(Cc1ccccc1)NC1c2ccccc2Oc2ccccc21 | x | x | x | 1.6% | x | -10.3% | x | -6.8% | 59.7%[activator]
CCOc1ccc(/C=N/NC(=O)c2cc3c(OC)cc(OC)c(OC)c3[nH]2)cc1 | -21.9% | -33.3% | 10.1%[2.33 µM] | u | 2.0% | -36.9%[60.1 µM] | -35.9% | u | -17.2%
COc1ccc(OC)c(NC(=O)NC2CCCc3ccccc32)c1 (stereo not given) | -0.9% | -16.6% | 46.0% | 4.4% | 16.9% | -7.8% | 14.5% | -12.9% | -18.9%
COc1ccc(OC)c(CNC(=O)C2CCN(S(C)(=O)=O)CC2)c1 | 0.3% | -16.8% | 8.1% | -19.6% | -2.4% | 3.1% | 12.8% | -10.6% | 34.3%[activator]
Nc1ncnc2c1ncn2[C@@H]1O[C@H](CNCc2ccccc2OCc2ccc(Cl)cc2Cl)[C@@H](O)[C@H]1O | x | x | x | -4.1% | x | 5.3% | -10.9% | -23.7% | 30.1%[activator]
CCCc1nc(SC)ncc1C(=O)N1CCN(c2ccc(Cl)cc2)CC1 | -6.3% | -0.5% | -1.2%[59 µM] | -17.1% | 3.1% | -10.2% | x | -27.1% | 12.7%
CC(C)CCN1CCN(Cc2nc3c(s2)CCCC3)CC1CCO (stereo not given) | -1.8% | 3.8% | -4.8% | -15.7% | 5.5% | 1.5% | 2.1% | -12.8% | 173.8%[activator]
O=C(Nc1cccc(F)c1)N1CC=C(n2c(=O)[nH]c3ccccc32)CC1 | -3.5% | -5.9% | -0.2%[59 µM] | -14.5% | 0.7% | -4.9% | 11.1% | -24.4% | 12.6%
CCOC(=O)[C@H]1[C@H]2COc3ccccc3[C@@H]2N2C(=O)c3ccc(C)cc3NC(=O)[C@@]12C | x | -0.3% | 21.3%[2.33 µM] | -13.2% | x | 5.8% | 11.5% | -9.7% | 7.4%

2 compounds from above with just G9a block, POLH inh and POLI inh:
Compound	G9a block	POLH inh	POLI inh
CCCc1nc(SC)ncc1C(=O)N1CCN(c2ccc(Cl)cc2)CC1	-1.2%[59 µM]	-17.1%	12.7%
O=S(=O)(Cc1ccccc1)NC1c2ccccc2Oc2ccccc21	x	1.6%	59.7%[activator]

The list continues:
compound | BLM inh | BAZ2B inh | G9a block | POLH inh | POLB inh | Pol kappa inh | APE1 inh | JMJD2A Tudor inh | POLI inh
COc1cccc(C2CC(c3cccc(NS(C)(=O)=O)c3)=NN2C(=O)c2ccccc2)c1OC (stereo not given) | -9.0% | -24.9% | -42.1%[59 µM] | -17.2% | 21.2% | 10.3% | u | -20.1% | 13.2%
CCC(C(=O)NCc1cccc(C)c1)n1nc(C)c2c(C)n(-c3ccccc3)nc2c1=O (stereo not given) | 1.2% | -14.1% | 2.5% | -2.9% | -22.4% | -16.3% | 41.7%[activator] | -5.5% | 21.8%
Cc1cc2c(=O)n(Cc3ccco3)c(SCC(=O)N3CCCc4ccccc43)nc2s1 | -7.0% | -11.9% | -20.5%[59 µM] | 7.6% | u | -4.9% | -4.3% | u | -32.5%
CCCCC1CCC(C(=O)NC2CCS(=O)(=O)C2)CC1 (stereo not given) | 1.8% | 5.2% | -1.5%[59 µM] | -0.6% | -0.9% | -13.5% | -4.5% | -2.5% | -6.3%
O=C(CCCCn1c(=O)c2ccccc2n(Cc2ccccc2Cl)c1=O)NCCc1ccccc1 | -1.1% | 40.8%[activator] | 26.7%[59 µM] | -14.5% | 10.6% | 3.7% | x | -12.6% | 20.5%
COc1ccc2nc(SCC(N)=O)cc(C)c2c1 | 3.8% | 2.5% | u | -5.3% | -2.5% | -3.4% | 0.5% | -10.9% | 4.4%
CCCNS(=O)(=O)c1ccc(-n2cnnn2)c(OC)c1 | -7.8% | -2.7% | 3.3% | -18.8% | 16.5% | 9.3% | 3.5% | -9.2% | -8.7%
COc1ccc(-n2c3c(cc(C(=O)NNc4ccccc4)c2=O)C(=O)CC(C)(C)C3)cc1 | -8.8% | -1.8% | -51.0% | -10.4% | 42.0% | -1.7% | 1.7% | -1.5%[11.4 µM] | 100.1%[activator]
COC(=O)[C@H]1C[C@@H]1[C@H](N)c1ccccc1 | 1.3%&1.7% | -7.7%[57.1 µM] | x | -0.6% | 32.6% | -3.8%&-11.4% | 3.3%&21.9% | -10.1%&4.8% | -18.1%&-13.1%
Cc1csc(SC(C)C(=O)Nc2ccc3c(c2)OCCO3)n1 (stereo not given) | -5.6% | -12.2% | -5.5% | 5.1% | -3.7% | -3.1% | -7.1% | -21.8% | 3.6%
CN(CCCNC(=O)COc1cc(=O)n(C)c2ccccc12)Cc1ccccc1 | -6.4% | 2.2% | -8.7%[12.7 µM] | -5.1% | -0.2% | -12.1% | -0.7% | -2.1% | 41.8%[activator]
Cn1c(=O)c(-c2ccccc2)nc2cnc(N3CCOCC3)nc21 | 1.1% | x | 14.8%[0.501 µM] | x | x | 6.8%[60.1 µM] | -0.4% | x | x
CN(C)c1nc(N2CCN(c3ccc(F)cc3)CC2)c(C#N)c(=O)o1 | 1.4% | 17.2% | u | -11.2% | 7.9% | -2.2% | 1.8% | -11.1% | 2.2%
CCOC(=O)N1CCN(C(=O)CSc2nnc(CNC(=O)c3ccccc3F)o2)CC1 | -0.3% | -3.5% | 9.9%[12.7 µM] | 4.5% | -16.2% | -8.7% | 3.0% | -14.9% | 3.7%
CN1/C(=C\C(=O)C[n+]2cccc(C(N)=O)c2)C(C)(C)c2ccccc21 | 5.7% | 1.9% | 6.4% | -13.8% | 11.9% | -11.4% | 0.3% | -16.0% | 34.2%[activator]
Cc1cc2ccccc2nc1SCC(=O)NC1CCCC1 | -5.5% | 3.7% | 2.2% | -15.5% | 17.2% | -5.0% | -6.3% | 14.1µM* | 84.9%[activator]
Cc1ccc(S(=O)(=O)N2CCN(C(=O)CCc3c[nH]c4ccccc34)CC2)c(C)c1 | x | -11.0% | 8.91µM* | u | x | -13.8% | -21.2% | -29.8% | 6.4%
CCC(=O)OCCNc1cc(Sc2nc3ccccc3s2)c2nonc2c1[N+](=O)[O-] | -6.1% | -32.5% | 2µM* | -10.0% | 6.0% | -26.0% | 2.9% | -34.0% | u
Cc1sc2ncnc(NC(C)C(=O)O)c2c1C (stereo not given) | -6.1% | -11.9% | u | -12.2% | -9.8% | 4.5% | -1.9% | -9.9% | -4.6%
COC(=O)Nc1ccc(S(=O)(=O)N2CCCCC2C(=O)NCc2ccco2)cc1 (stereo not given) | 0.6% | 1.2% | 24.2%[12.7 µM] | -1.9% | 16.8% | 8.6% | 2.8% | -13.5% | u
O=C(CNC(=O)c1ccc(Br)cc1)NC1CC1 | x | -1.9% | 18.9%[12.7 µM] | -5.7% | x | 0.0% | 0.8% | 3.9% | -5.8%
CCOc1ccc(CN(C(=O)c2cc(=O)c3cc(C)cc(C)c3o2)C2CCS(=O)(=O)C2)cc1 (stereo not given) | -2.9%&-1.7% | -21.3%&-17.2% | -43.1% | -10.6%&-12.9% | 18.5%&4.0% | -1.2%&-2.0% | 48.2% | 14.0%&-15.3% | -28.7%&36.7%
Cc1ccc(CN2CCN(Cc3cn[nH]c3-c3ccccc3)CC2CCO)o1 (stereo not given) | -4.6% | -11.4% | -36.6% | -0.7% | 1.1% | 1.0% | 1.0% | -12.5% | 33.5%[activator]
CC(=O)c1coc2c1cc(O)c1ccccc12 | -4.9% | 7.6% | -21.3% | -10.4% | -0.3% | -3.0% | -0.6% | -12.1% | 6.4%
COc1ccccc1N1CCN(c2nc(C)cc(=O)[nH]2)CC1 | x | x | x | -20.8% | x | 3.1% | x | -3.8% | 27.8%
O=C(CSc1nnc(N2CCCC2)n1-c1ccccc1Cl)N1CCN(c2ccccn2)CC1 | x | 7.4% | 3.1%[12.7 µM] | -19.7% | x | 8.6% | -2.1% | -3.7% | 23.9%
COc1cc2sc3cc(NCc4ccc(C)o4)ccc3c(=O)c2cc1OC | x | x | x | -22.4% | x | 79.4µM* | -15.4% | -12.0% | 22.4µM*
O=C(c1ccccc1F)N1CCC(O)(c2cccnc2)CC1 | 1.2% | -13.0% | -10.0%[12.7 µM] | 2.2% | 8.7% | 6.8% | -5.0% | -1.9% | -13.5%[58.9 µM]
COc1ccc2[nH]c3c(c2c1)CCN1C(=O)C(CC(=O)NCCCN(C)C)C[C@H](C(=O)N2CCCCC2)[C@@]31C (stereo not given in full) | x | x | x | -15.2% | x | -12.7% | 2.2% | -15.1% | u
COc1cc(-n2c(N)c(C(=O)NCc3ccco3)c3nc4ccccc4nc32)cc(OC)c1OC | -12.5% | -13.7% | u | -17.8% | 6.1% | -10.9% | 5.0% | -4.1% | -28.2%
COc1ccc(N(C)S(=O)(=O)c2ccc3c(c2)CC(C)N3C(=O)C2CC2)c(OC)c1 (stereo not given) | -7.1% | -24.1% | -21.9%[59 µM] | -23.0% | 0.1% | -2.6% | -5.0% | -24.2% | 20.3%
CC(=NC(C)C)C1=C(O)C(C)OC1=O (stereo not given) | -0.1% | 0.2% | 4.5%[59 µM] | -15.9% | -16.0% | 2.7% | 2.6% | -4.1% | -10.4%
Nc1nc(Nc2cccc(F)c2)nc(NCCO)c1[N+](=O)[O-] | 2.3% | -13.7% | x | -19.5% | u | -32.1% | 17.7% | -20.1% | 52.0%[activator]
